SDO1 yeast rescue = sdo1-depleted yeast growth rescue | AID 817 | z-score at 10 µM | S. cerevisiae sdo1-depleted JHY4D growth rescue, OD600 30 h; hits give high values; pdr5 snq2 efflux-pump mutant strain | 0.21% of 140,000 active;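 active = z-score above 3 at both the 24 hr and the 30 hr optical density reads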;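 also: z-score against mean and SD of all compound wells on the same plate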
INS promoter inh = TRM-6 insulin promoter activity inhibition. TRM-6 cells (human fetal islet line), insulin promoter-eGFP reporter, imaging; reporter expression induced with tamoxifen. inhibition, % at 2 µM. 0.9% of 130,000 active. AID 1273;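 active = inhibition above the mean plus 3 SD, with well images judged a real hit on visual review, cut at about 60% in these data, passing the limit was not always enough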
SDO1 yeast rescue Rescue 24 h = also measured in SDO1 yeast rescue; calls as there; z-score; S. cerevisiae sdo1-depleted JHY4D growth rescue, OD600; measured here: growth rescue at 24 h;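 0 is the plate mean of compound wells and units are plate SD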
Numbers without * were called inactive; / = not tested or not shown; [ ] = another dose, or the depositor's remark. Not all compounds are listed; the hit share may differ from the screen's.

SDO1 yeast rescue	SDO1 yeast rescue Rescue 24 h	INS promoter inh	Compound
/	/	-4.8	COc1ccc(-c2onc3ccc(Cl)cc23)cc1OC
1.26	1.79	-6.7	Cc1ccc(N2C(=O)c3ccc(C(=O)O)cc3C2=O)c(C)c1
-0.41	-1	-17.2	COc1cc(-c2noc(-c3ccccc3C(=O)NCc3ccco3)n2)cc(OC)c1OC
-0.1	-0.6	/	O=C(/C=C/c1cnc2ccccc2n1)NC12CC3CC(CC(C3)C1)C2
-0.6	-0.31	-13.0	Cn1c(SCc2nc(-c3ccc(Cl)cc3)no2)nnc1-c1cccs1
-0.33	0.11	/	COc1ccc(C(=O)Nc2ccccc2C(=O)NCc2ccco2)cc1OC
0.32	1.02	0.0	CCS(=O)(=O)N1CCCC(C(=O)NCCc2ccc(C)cc2)C1 (stereo not given)
-0.05	-0.64	/	CC1(C)Cc2c(c(-c3ccco3)nc3n[nH]c(N)c23)CO1
-0.28	-0.28	12.5	COc1ccc(N2CCN(C(=O)c3ccc(Oc4ccc(C(F)(F)F)cn4)cc3)CC2)cc1
1	0.94	-37.5	O=C(NC(Cc1ccccc1)C(=O)O)c1ccc(S(=O)(=O)N2CCOCC2)cc1 (stereo not given)
1.43	1.68	/	Cc1ccccc1NC(=O)Nc1cc(S(N)(=O)=O)ccc1C
0.48	0.1	-13.2	CCc1nc(N[C@H](C(=O)O)C(C)CC)c2oc3ccccc3c2n1 (stereo not given in full)

Part of the list above, with values under each structure.
Each structure is followed by: SDO1 yeast rescue | SDO1 yeast rescue Rescue 24 h | INS promoter inh
> COc1ccc(-c2onc3ccc(Cl)cc23)cc1OC
→ / | / | -4.8
> Cc1ccc(N2C(=O)c3ccc(C(=O)O)cc3C2=O)c(C)c1
→ 1.26 | 1.79 | -6.7
> COc1cc(-c2noc(-c3ccccc3C(=O)NCc3ccco3)n2)cc(OC)c1OC
→ -0.41 | -1 | -17.2

Next section
SDO1 yeast rescue	SDO1 yeast rescue Rescue 24 h	INS promoter inh	Compound
1.33	0.99	/	Cc1ccc(Nc2nnc(SCC(=O)NCCN3C(=O)CSC3=O)s2)cc1
-1.12	-0.42	/	COc1ccccc1NC(=O)[C@H](COCc1ccccc1)NC(=O)OC(C)(C)C
-0.18	-0.22	-300.0	COc1ccc(OC)c(NC(=O)CSc2nnc(N)s2)c1
-0.72	-0.2	26.7	Cc1cc(C(=O)c2ccc(Cl)cc2)c(NC(=O)CCl)s1
-0.6	-0.73	6.7	Cc1ccc(/C=N/N2C(=O)c3ccccc3NC2c2ccc(C)cc2)cc1 (stereo not given)
0.4	0.01	-77.8	CCC(C)(C)NC(=O)CN(C(=O)CNS(=O)(=O)c1ccccc1)c1ccccc1
-1.63	-1.08	-22.6	CCOC(=O)Cc1csc(NC(=S)NC(=O)c2ccccc2)n1
0.45	-0.26	22.6	O=C(/C=C/c1ccccc1)N1CCN(c2ccccn2)CC1
1.69	0.85	/	Cc1nn(C)cc1CNC(=O)c1cc2n(n1)C(C(F)(F)F)CC(c1cccs1)N2 (stereo not given)
1.93	1.73	21.2	Cc1cnc(NC(=O)CN2C(=O)C3CC=CCC3C2=O)s1 (stereo not given)
/	/	15.0	COc1cccc(CN2CCC(C(=O)N3CCC(C)CC3)CC2)c1
0.43	0.89	35.7	Cc1ccc(NC(=O)c2ccc(OC(=O)CCN3C(=O)c4ccccc4C3=O)cc2)cc1

In a second layout: 4 of the compounds above
molecule | SDO1 yeast rescue | SDO1 yeast rescue Rescue 24 h | INS promoter inh
Cc1nn(C)cc1CNC(=O)c1cc2n(n1)C(C(F)(F)F)CC(c1cccs1)N2 (stereo not given) | 1.69 | 0.85 | /
COc1ccc(C(=O)Nc2ccccc2C(=O)NCc2ccco2)cc1OC | -0.33 | 0.11 | /
Cc1cnc(NC(=O)CN2C(=O)C3CC=CCC3C2=O)s1 (stereo not given) | 1.93 | 1.73 | 21.2
Cc1ccccc1NC(=O)Nc1cc(S(N)(=O)=O)ccc1C | 1.43 | 1.68 | /

(cont.)
SDO1 yeast rescue	SDO1 yeast rescue Rescue 24 h	INS promoter inh	Compound
-0.81	-0.03	36.4	O=C1OCCN1C(=O)[C@H]1[C@H](c2ccc(F)cc2)C(c2ccc(F)cc2)=NN1c1ccccc1
/	/	53.3	N#C/C(=C(/O)CCCl)c1ccccn1
0.31	-0.24	-30.0	O=C(O)CN1C(=O)CCS(=O)c2ccccc21 (stereo not given)
0.67	-0.34	71.4*	COc1ccc(CN(C)CC(=O)Nc2cc(OC)c([N+](=O)[O-])cc2C)c(OC)c1
1.26	1.92	75.0*	CN(CCc1ccccn1)c1ncnc2[nH]ncc12
-0.37	-0.35	-11.1	CC1CCN(c2ncnc3ccccc23)CC1
-2.62	-1.77	13.0	Cc1ccccc1OCC(=O)O/N=C(\N)Cc1ccc(Cl)cc1
1.97	2.43	3.2	CCOC(=O)C1=C(NC#N)OC(C)=C(C)C1c1ccc(O)cc1 (stereo not given)
0.31	0.35	0.0	Cc1cc(C)n2nc(C(=O)NCc3ccccc3)nc2n1
-0.89	-0.15	-37.1	CCOc1ccccc1NC(=O)C(CC(C)C)NC(=O)C1CCC(C)CC1 (stereo not given)
-1.91	-1.64	/	O=C(CSc1ccc(-c2cccs2)nn1)N1CCCCCC1
0.83	0.69	36.4	CCn1c(SCC(O)c2ccccc2)nnc1-c1ccccc1 (stereo not given)
/	/	22.2	COc1ccc(N2CCN(C(CNC(=O)c3ccc4c(c3)OCO4)c3ccco3)CC2)cc1 (stereo not given)
-0.02	-0.57	-81.2	Cc1ccc(C)c(OCC(O)CN2CCN(CCN3C(=O)c4cccc5cccc(c45)C3=O)CC2)c1 (stereo not given)
0.76	0.92	-61.1	CCc1ccc(NC(=O)CSc2n[nH]c(C)c2[N+](=O)[O-])cc1
1.05	1.09	0.0	CCOC(=O)C(Cc1cc(C(C)=O)ccc1OC(C)C)C(=O)OCC
-2.27	-1.74	5.1	Cc1ccc(S(=O)(=O)Nc2ccccc2C(=O)Nc2nc(-c3ccc(F)cc3)cs2)cc1
-0.61[10.7 µM]	-1.15	/	O=C1NCC(COCC2CC=CCC2)O1 (stereo not given)
0.15	0.17	27.0	CCCCNC(=O)c1ccc(N2CCC3(CC2)OCCO3)c([N+](=O)[O-])c1
1.65	0.9	36.0	Fc1cc(F)c2nc(Nc3nc4c(F)cccc4s3)sc2c1
-1.03	-0.76	/	COc1cc(NC(=S)Nc2ccc(Br)cc2Cl)c(OC)cc1Cl
1.29	1.22	-4.8	CC(C)(C)NC[C@H](O)COc1nsnc1N1CCOCC1
0.25	-0.04	/	O=C(O)C1CCCN(S(=O)(=O)c2ccc(Cl)s2)C1 (stereo not given)
/	/	-15.8	Cc1ccc2c(CSc3nnnn3C)cc(=O)oc2c1

An excerpt from above in order of molar mass, smallest number first.
SDO1 yeast rescue	SDO1 yeast rescue Rescue 24 h	INS promoter inh	Compound
1.29	1.22	-4.8	CC(C)(C)NC[C@H](O)COc1nsnc1N1CCOCC1
0.76	0.92	-61.1	CCc1ccc(NC(=O)CSc2n[nH]c(C)c2[N+](=O)[O-])cc1
1.65	0.9	36.0	Fc1cc(F)c2nc(Nc3nc4c(F)cccc4s3)sc2c1
0.15	0.17	27.0	CCCCNC(=O)c1ccc(N2CCC3(CC2)OCCO3)c([N+](=O)[O-])c1
-0.02	-0.57	-81.2	Cc1ccc(C)c(OCC(O)CN2CCN(CCN3C(=O)c4cccc5cccc(c45)C3=O)CC2)c1 (stereo not given)

Following part.
SDO1 yeast rescue	SDO1 yeast rescue Rescue 24 h	INS promoter inh	Compound
0.18	-0.42	/	COC(=O)C1C(=O)N2CCCSC2=C(C#N)C1c1cccs1 (stereo not given)
1.32	1.98	/	Cc1nc2nc(C)c(CCC(=O)N3CCN(c4ccccc4)CC3)c(C)n2n1
-0.05	0.86	-24.3	Cc1ccc(Cn2ccc(NC(=O)c3c(-c4ccccc4Cl)noc3C)n2)cc1
/	/	-190.9	O=c1c2c(-c3ccccc3)csc2nc2c3ccccc3c(NCCN3CCOCC3)nn12
-0.01	-0.32	42.9	Cc1cc(NC(=O)CSc2nc3ccccc3[nH]2)no1
0.61	-0.53	18.9	O=[N+]([O-])c1ccc(O)c(-c2nn[nH]n2)c1
0.32	0.32	10.0	O=C(CSc1nc2c(c(=O)n1-c1ccc(Cl)cc1)SCC2)Nc1ccc2c(c1)OCCO2
1.25	1.19	/	CCCS(=O)(=O)NCc1cn2c(C)csc2n1
-0.87	-1.11	-288.9	CC1(C)CC(=O)C(C(c2ccco2)C2C(=O)CC(C)(C)CC2=O)C(=O)C1
1.13	0.37	/	CCn1c(SCc2cc(=O)[nH]c3ccccc23)nnc1C1CC1
/	/	-60.0	O=C(NCC1COc2ccccc2O1)C1CCCN(S(=O)(=O)c2cnc[nH]2)C1 (stereo not given)
-0.12	-0.49	0.0	COC(=O)c1ccc(NC(=O)CSc2nnc(CNc3ccc(OC)cc3)n2C)cc1
-0.58	-0.8	/	Oc1ccc2nc(Cc3ccccc3)[nH]c2c1
-0.47	-0.56	/	O=C(O)c1cccc(S(=O)(=O)NCc2cccs2)c1
-1.2	-0.59	-14.3	CCOc1ccc(OCc2ccc(C(=O)Nc3ccc(Cl)cn3)o2)cc1
1	1.51	/	Cc1ccccc1-n1c(-c2ccncc2)n[nH]c1=S
-1.39	-0.91	/	COC(=O)c1cc(=O)n(Cc2ccco2)c(=Nc2ccc(F)c(Cl)c2)s1
1.27	1.71	6.2	CCC(C)(C)n1nnnc1C(c1ccccc1F)N1CCC(C(N)=O)CC1 (stereo not given)
-0.35	-0.38	42.1	O=C(N1CCOCC1)N1CCC(NC(=O)C23CC4CC(CC(C4)C2)C3)CC1
-0.19	-0.63	36.7	Cc1nc([N+](=O)[O-])nn1C12CC3CC(CC(Cl)(C3)C1)C2
-1.63	-1.27	-5.7	CC(=O)c1cc(-c2ccccc2)n(CCC(=O)NC2CCCCCC2)c1C
/	/	12.5	C=CCON/C(CCC)=C1\C(=O)C(C(=O)OC)C(C)(C)CC1=NC (stereo not given)
0.94	1.35	/	O=S(=O)(c1ccc2ccccc2c1)N1CCN(C(=S)Nc2ccc(F)cc2)CC1
0.17	0.46	45.2	COc1ccccc1NC(=O)CSc1nnnn1Cc1ccccc1
-0.08	-0.25	-16.9	COc1cccc(N(CC(=O)N/N=C(\C)c2cccs2)S(C)(=O)=O)c1
-1.45	-1.01	3.7	Cc1cc(C)n(CC(O)CN(c2ccccc2)S(=O)(=O)c2ccc3ccccc3c2)n1 (stereo not given)
-1.13	-1.5	/	Cc1ccc(-n2c3c(c(O)c(-c4ccccc4)c2=O)C(=O)CC(C)(C)C3)cc1
-0.66	-1.5	20.0	Cc1ccc(S(=O)(=O)N(C)CCCC(=O)Nc2ccc(C)cc2C)cc1
-1.07	-1.13	/	CCOC(=O)N1CCN(CC(=O)Nc2cc3c(cc2C(C)=O)OCO3)CC1
-0.06	0.98	-6.7	CCCCCC(=O)Nc1ccc(C(=O)N/N=C/c2ccc([N+](=O)[O-])cc2)cc1
0.47	0.62	-2.8	O=C(CSc1nnc(-c2ccco2)n1-c1ccccc1)N1CCOCC1
/	/	-5.6	O=S1(=O)N=C2CCCCCN2C(c2ccc(Br)cc2)N1 (stereo not given)
0.06	-0.16	/	CCCCNC(=O)CS(=O)Cc1nc(-c2cccc(C)c2)oc1C (stereo not given)
/	/	14.3	CCCC(C)NC(=O)CSc1nc(-c2ccccc2)cn1N (stereo not given)
-0.23	0.74	7.1	Cn1ncc(Br)c1C(=O)NC1C2CC3CC(C2)CC1C3 (stereo not given)
0.87	0.4	/	N#CCCN(C(=O)COC(=O)c1ccc2c(c1)NC(=O)CS2)c1ccc2c(c1)OCCO2
0.65	-0.56	-48.6	CS(=O)(=O)N(Cc1ccc(Cl)cc1)c1ccc(C(=O)Nc2cccnc2)cc1
-0.11	0.46	10.0	CCn1nc(C(=O)OCC(=O)Nc2nc(-c3ccc(OC)cc3)cs2)c2ccccc2c1=O
-0.46	0.12	20.9	O=C(CSc1ncnc2nc[nH]c12)c1ccc2ccccc2c1
0.13	-0.06	-36.8	CCC1Oc2ccccc2N(CC(=O)Nc2ccc(OC)cc2OC)C1=O (stereo not given)
1.06	-0.03	16.7	S=C(NCc1ccccn1)Nc1ccc(Cl)cc1
-0.46	0.08	-13.0	Cc1cccc(/C(N)=N/OC(=O)c2ccco2)c1
/	/	0.0	Nc1c(C(=O)N2CCOCC2)sc2nc3c(cc12)CCC3
/	/	18.5	Cc1noc(C)c1S(=O)(=O)N1CCC(C(=O)NCCCN2CC(C)CC(C)C2)CC1 (stereo not given)
0.64	0.45	-372.2	CC(C)CNC(=O)c1cccc(C(=O)NCC(C)C)c1
-0.15	-0.29	-50.0	Cc1n[nH]c(C)c1CCC(=O)N/N=C/C=C/c1ccccc1
-1.05	-1.31	2.7	CCC(C)NC(=O)COC(=O)c1cc([N+](=O)[O-])ccc1Sc1nc(C)cs1 (stereo not given)
-0.3	-0.33	43.8	COc1ccc(C2SCC(=O)N2c2c(C)n(C)n(-c3ccccc3)c2=O)c(OC)c1 (stereo not given)
1.56	2.04	23.1	C=CCn1c(SCCC#N)nnc1-c1ccncc1
-0.75	-0.95	/	c1ccc(N2CCN(c3cnccn3)CC2)nc1
0.66	1.07	/	Nc1cc(=O)[nH]c(SCC(=O)NCC2CCCO2)n1 (stereo not given)
0.75	0.82	/	Cc1c(NC(=S)NCc2ccc(F)cc2)cccc1[N+](=O)[O-]
-0.73	-0.82	50.0	O=C1C2CC=C(Cl)CC2C(=O)N1CCc1c[nH]c2ccccc12 (stereo not given)
0.78	0.42	100.0*	Cc1nc(=O)c(-c2ccccc2)c(C)n1-c1ccc(O)cc1
0.24	0.68	/	CCN(CC)N=Nc1[nH]nc2nc(C)cc(C)c12
1.25	1.05	/	CCOC(=O)c1c(C)c(C(=O)N2CCN(C(=O)c3ccco3)CC2)c(C)n1C
/	/	-17.6	Cc1cc(/C=N/O)c(C)n1-c1cccc(Cl)c1
